HIV fusion peptide: inhibitors of HIV fusion peptide binding, primary screen, biochemical, uHTS, fluorescence dequenching (AID 1986). cell-free peptide binding, fluorescence dequenching, 30 min; higher % means a stronger effect. one-dose inhibition, % at 20 µM; IC50 in µM for titrated hits. 290,000 compounds, 0.3% hits; in the data active means inhibition mostly above about 52%, no sharp cut-off; inactive means mostly below about 76%; further: some results filed as inactive read as strong as hits
b-catenin transl: alters nuclear translocation of beta-catenin in HeLa cells; immunofluorescence imaging; nuclear translocation activity, % at 5 µM; 190,000 compounds, 0.3% hits; AID 1665;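 active means nuclear translocation activity above 50% at 5 µM, with a well cell count of 50 or more; inconclusive means wells under 50 cells across six images, flagged as toxic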;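 further: per-cell ratio of nuclear to cytoplasmic median beta-catenin stain intensity; plate controls were DMSO negative control for no effect and GSK-3 inhibitor IX positive control for full effect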
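Assay system: human HeLa cells, native beta-catenin; doses: 5 µM primary, 0.02–20 µM confirmation; incubation: compound treatment 24 h, 37°C, 5% CO2; technique: fluorescence imaging of beta-catenin antibody stain plus DAPI; measure: % activation, nuclear-to-cytoplasmic median beta-catenin signal ratio per cell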
Dynein cargo inh: dynein cargo transport inhibition; 3617.4 mouse cells, GR-EGFP nuclear translocation imaging; test concentration mostly 20 µM; stimulated with dexamethasone, 1 µM; active compounds read low; z-score, hits read low; 220,000 compounds, 0.47% hits;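 active means plate z-score of nuclear minus cytoplasmic receptor signal below a set negative limit, without overly bright fluorescence or cell loss, cut at about -3.5 in these data, passing the limit was not always enough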;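 further: z-score of nuclear minus cytoplasmic ring GR-EGFP intensity difference per well; some compounds called inactive have numbers as strong as hits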
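Buffer or medium: tet-free medium with charcoal-stripped serum / Also added: dexamethasone agonist, 1.0 µM final, for 30 min / Timing: induction 48 h, compound 1 h, agonist 30 min / Measured by: high-content fluorescence imaging after fixation / Read-out: nuclear-to-cytoplasmic GR-EGFP distribution per well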
MT stabilizer: microtubule stabilization, imaging screen. HeLa tubulin immunostaining HCS, 24 h; share of cells brighter than vehicle mean+2SD. % tubulin-high responders, % at 10 µM. 200,000 compounds, 0.83% hits. AID 2205;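 active means plate Z-score above 3 for both tubulin-high and condensed-nucleus cell shares, with cell loss under 80%, at 10 µM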;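 further: anti alpha tubulin signal scored within the nucleus-defined area of each cell; some results filed as inactive read as strong as hits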
Insulin prom up: MIN6 insulin promoter up-regulation; 190,000 compounds, 0.3% hits; AID 1625; MIN6 insulin promoter-GFP reporter, high-content imaging; active compounds read high; z-score at 5 µM;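 active means z-score above 3 at 5 µM with at least 500 cells counted in the well; inconclusive means wells under 500 cells, flagged as cytotoxic or low count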
WT yeast gro inh: growth inhibition of WT yeast, mitochondrial fusion screen | mitochondrial fusion phenotypic screen, WT strain | inhibition, % at 10 µM | 190,000 compounds, 2.1% hits; in the data active means inhibition above about 58%; tested in S. cerevisiae
AID2073: inhibitors of Mint1-CaV2.2 protein interaction, biochemical, HTRF (AID 2073). 290,000 compounds, 0.19% hits. HTRF protein-protein interaction, Mint1-CaV2.2; higher % means a stronger effect. inhibition, % at 20 µM; hits with a dose series show IC50 in µM; in the data active means inhibition mostly above about 51%, no sharp cut-off; inconclusive means no clear call, values can overlap the other calls; inactive means mostly below about 53%; further: some results filed as inactive read as strong as hits
Yfh1-off respiration: mitochondrial function rescue without frataxin homolog – Friedreich's ataxia, plus single-dose screen, dose response (AID 1465). S. cerevisiae Yfh1-off respiration, WST-1 reduction, 72 h; higher fold induction means a stronger effect. 220,000 compounds, 0.074% hits. fold induction at 50 µM, or EC50 in µM where a hit was titrated;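 active means fold induction of absorbance versus untreated yeast above a set limit, then at least 30% activation at any dose in follow-up; inconclusive means repeats straddling the limit, or above it without dose testing; inactive means fold induction below the set limit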;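 further: activators that raise dye reduction in frataxin-depleted yeast; strong numbers were not always called active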
Autophagy HCS: autophagy modulation, high-content screen; AID 463193; 190,000 compounds, 0.98% hits; calls only at 10 µM (by protocol); MEF GFP-LC3 puncta imaging; test concentration mostly 10 µM;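 active means percentage of spot-positive cells more than 3 SD above its plate mean, without a fluorescence outlier flag or 80% toxicity; inconclusive means no clear call, values can overlap the other calls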;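 further: spot-positive cell cutoff set from DMSO-treated cells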
WT yeast gro inh mutant strain: second read-out of WT yeast gro inh, no call of its own (marks repeat the call); inhibition, %; mitochondrial fusion phenotypic screen, mutant strain inhibition
Dynein cargo inh cytoplasmic EGFP: further read-out of Dynein cargo inh, marked with its call; z-score; measured here: cytoplasmic GR-EGFP intensity; active compounds read high
Dynein cargo inh nuclear GR-EGFP: second read-out of Dynein cargo inh, no call of its own (marks repeat the call); z-score; measured here: nuclear GR-EGFP intensity;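 lower value marks the stronger effect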
Dynein cargo inh cell count: second read-out of Dynein cargo inh, no call of its own (marks repeat the call); z-score; measured here: cell count per field
Insulin prom up cell count: recorded beside Insulin prom up, whose call it bears; cell count; measured here: cytotoxicity, nuclei count;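 total cells summed across four imaged fields per well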
b-catenin transl cell count 5 µM: also measured in b-catenin transl; calls as there; cell count; measured here: cell count, cytotoxicity flag
MT stabilizer Hoechst-high %: second read-out of MT stabilizer, no call of its own (marks repeat the call); % Hoechst-high responders; measured here: nuclear condensation Hoechst responders;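 share of cells brighter than vehicle mean plus two SD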
MT stabilizer cytotoxicity %: recorded beside MT stabilizer, whose call it bears; toxicity, %; measured here: cytotoxicity by cell density;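 0% = mean cell density of plate MIN control wells and 100% = no cells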
Autophagy HCS cell loss 18 h: second read-out of Autophagy HCS, no call of its own (marks repeat the call); toxicity, %; measured here: cell loss, nuclei count;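 cell loss after 18 h compound exposure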
Active calls of the source: *; i = inactive; ? = inconclusive; . = no result given. This is a random part of the collection; any-hit rate near 4.2%.

SMILES	HIV fusion peptide	b-catenin transl	b-catenin transl cell count 5 µM	Dynein cargo inh	Dynein cargo inh cytoplasmic EGFP	Dynein cargo inh nuclear GR-EGFP	Dynein cargo inh cell count	MT stabilizer	MT stabilizer Hoechst-high %	MT stabilizer cytotoxicity %	Insulin prom up	Insulin prom up cell count	WT yeast gro inh	WT yeast gro inh mutant strain	AID2073	Yfh1-off respiration	Autophagy HCS	Autophagy HCS cell loss 18 h
COc1ccc2[nH]c(C)c(CCNC(=S)Nc3ccccc3OC)c2c1	-1.4%	-0.5	1116	-0.84	-0.23	-0.48	0.69	3.9	2.2	4.4	0.06	1163	-53	-11	8%	i	i	-8
COc1ccc2c(c1)c(C(=O)N/N=C/c1ccc(OC)c(OC)c1)c(C)n2C	0.5%	1.1	1124	0.075	-0.18	0.2	-0.82	4.3	2.2	0.3	-0.31	1555	14	-1	0%	i	i	17
Cc1ccc(S(=O)(=O)C2(C(=O)O)CCCC2)cc1C	2.9%	-3.9	1054	0.52	0.023	0.66	0.33	1.2	3.5	6.9	0.33	1375	9	-9	9%	i	i	-7
COc1ccc(N2CCN(C(=O)CC34CC5CC(CC(C5)C3)C4)CC2)c([N+](=O)[O-])c1	-5.0%	2.6	1063	0.72	-0.23	0.52	-1.1	2.9	2.7	15	0.65	1323	66*	20*	1%	i	i	5
COC(=O)c1sc2nc(CN3CCN(c4ccc(OC)cc4)CC3)[nH]c(=O)c2c1C	2.2%	-1.2	1067	-0.27	-0.24	-0.19	0.82	4.5	2.6	4.0	1	1495	-7	-6	-1%	i	i	-2
CCn1c(=O)cc(OCC(=O)NCCC(C)C)c2ccccc21	-0.4%	.	.	0.18	-0.22	0.19	0.076	6.6	1.5	7.3	-0.82	1081	-4	-29	-5%	i	i	16
CCOc1ccc(CN2CCN(Cc3[nH]c4ccccc4c3C)CC2CCO)cc1 (stereo not drawn)	0.7%	0.6	1504	-2.1	-0.17	-1.1	0.74	2.1	1.8	14	0.01	1017	8	-1	-7%	i	i	-12
O=C(O)C1CCCCC1C(=O)Nc1ccccc1Cl (stereo not drawn)	2.3%	.	.	0.22	-0.2	-0.035	-0.086	3.3	1.7	4.9	.	.	-30	-10	-6%	i	i	-32
Cc1cccc(-n2c(SCC(=O)Nc3ccc4c(c3)OCO4)nnc2-c2ccoc2C)c1	-0.6%	-0.2	1427	-1	-0.2	-0.29	0.53	5.5	3.1	8.6	-0.55	1419	-6	-1	-4%	i	i	28
CC(C)COc1ccc(/C=C2/Sc3ccccc3C2=O)cc1	9.7%	.	.	-0.52	-0.15	-0.5	0.51	4.2	2.2	9.0	.	.	14	-6	30%	i	i	34
O=[N+]([O-])c1cccc(-c2nc(N3CCOCC3)c3ccccc3n2)c1	6.0%	-0.4	1431	0.56	-0.26	0.47	-0.26	4.2	3.3	6.3	-0.16	1487	-12	10	-8%	i	i	-5
Cc1coc2c1C(=O)C(=O)c1c-2ccc2c(C)cccc12	43%	-1.1	1191	-2.1	-0.56	-0.86	0.26	.	.	.	-3.1	629	.	.	42%	79µM*	.	.
S=c1[nH]nc(-c2cccnc2)n1Cc1ccccc1	-4.0%	.	.	1	-0.24	0.97	-1.4	2.9	1.3	60	1.1	1309	-10	25	-14%	i	i	-5
CC12COC3(C(=O)NCCc4ccccc4)CC1CCC32C (stereo not drawn)	-2.0%	-0.2	931	0.71	-0.25	0.38	0.12	1.5	3.4	13	0.6	1322	-2	16	-7%	i	i	8
O=C(CSc1nc2c(sc3ccccc32)c(=O)n1CCO)NCc1ccco1	4.6%	1.3	1270	1	-0.075	1.2	0.61	2.4	1.8	6.5	0.04	1673	1	-2	7%	i	i	-37
O=C(CCN1C(=O)/C(=C/c2ccc(F)cc2)SC1=S)NNC(=O)c1ccncc1	0.7%	3.2	1072	1	-0.19	-0.21	-0.55	2.1	2.5	14	0.36	1197	-13	-11	-33%	i	i	1
COc1ccc(/C=C/CN2CCCC(C(=O)c3cc(F)ccc3F)C2)cc1 (stereo not drawn)	0.4%	1.2	1154	-0.55	-0.16	-0.12	0.34	3.3	1.7	5.9	-0.03	1393	39	49	-5%	i	i	17
COc1cc(C2CC(=O)Oc3c(C(CCN4CCN(c5ccccc5)CC4)c4ccc(N(C)C)cc4)c(OC)cc(OC)c32)cc(OC)c1OC (stereo not drawn)	-0.2%	-1.4	1116	-0.58	-0.8	-0.32	0.37	.	.	.	.	.	.	.	23%	i	.	.
CCOC(=O)NC(=O)CSc1ccccn1	1.0%	.	.	1.3	-0.17	0.57	-0.15	3.4	1.7	5.6	-0.63	1301	9	-1	6%	i	i	-6
O=C(Cn1c(/C=C/c2ccccc2)nc2ccccc21)Nc1ccc(F)cc1	1.1%	0.4	1076	-0.55	-0.17	-0.42	-0.27	3.0	1.6	11	0.3	1416	68*	54*	13%	i	i	-20
CC(=O)N1CCc2c(sc(NC(=O)c3ccc([N+](=O)[O-])o3)c2C#N)C1	9.8%	6.8	900	-2.4	0.085	-1.1	0.28	74	11	94	1.2	1496	-1	7	35%	?	i	-12
CC(CCCC(C)(C)O)NCc1cn[nH]c1-c1ccc2c(c1)OCO2 (stereo not drawn)	-0.3%	-1.2	957	-0.37	-0.18	-0.37	0.025	4.2	1.6	2.5	-0.43	1462	5	1	-2%	i	i	-13
Cn1cnnc1SCC(=O)N1CCc2ccccc21	-0.4%	-0.3	1134	-0.81	-0.18	-0.3	0.77	1.2	1.1	1.2	1	847	-2	-9	0%	i	i	8
Cc1nnsc1C(=O)NC(C)c1ccccc1 (stereo not drawn)	1.9%	.	.	-1.4	-0.2	-0.75	0.56	1.3	2.2	2.6	-0.91	1178	2	6	?	i	i	18
Cc1sc2ncnc(NCCCO)c2c1C	0.9%	.	.	1.5	-0.066	1.2	-0.87	2.9	3.0	7.3	-1.4	912	13	1	-4%	i	i	7

Some of these compounds in order of their number in WT yeast gro inh mutant strain, highest first:
mol	HIV fusion peptide	Dynein cargo inh	Dynein cargo inh cytoplasmic EGFP	Dynein cargo inh nuclear GR-EGFP	Dynein cargo inh cell count	MT stabilizer Hoechst-high %	WT yeast gro inh mutant strain	AID2073
CCOc1ccc(CN2CCN(Cc3[nH]c4ccccc4c3C)CC2CCO)cc1 (stereo not drawn)	0.7%	-2.1	-0.17	-1.1	0.74	1.8	-1	-7%
COC(=O)c1sc2nc(CN3CCN(c4ccc(OC)cc4)CC3)[nH]c(=O)c2c1C	2.2%	-0.27	-0.24	-0.19	0.82	2.6	-6	-1%
Cc1ccc(S(=O)(=O)C2(C(=O)O)CCCC2)cc1C	2.9%	0.52	0.023	0.66	0.33	3.5	-9	9%

Next part:
SMILES	HIV fusion peptide	b-catenin transl	b-catenin transl cell count 5 µM	Dynein cargo inh	Dynein cargo inh cytoplasmic EGFP	Dynein cargo inh nuclear GR-EGFP	Dynein cargo inh cell count	MT stabilizer	MT stabilizer Hoechst-high %	MT stabilizer cytotoxicity %	Insulin prom up	Insulin prom up cell count	WT yeast gro inh	WT yeast gro inh mutant strain	AID2073	Yfh1-off respiration	Autophagy HCS	Autophagy HCS cell loss 18 h
COc1ccc2oc(-c3ccco3)cc(=O)c2c1	0.3%	-1.0	838	0.35	-0.3	0.35	0.36	6.5	2.1	0.5	0.86	1513	17	16	47%	i	i	13
Cc1ccc(N2CC(C)Cn3c2nc2c3c(=O)n(CC(=O)OCc3ccccc3)c(=O)n2C)cc1C (stereo not drawn)	-4.8%	-0.7	1018	-0.35	-0.17	0.018	0.33	1.3	4.0	11	-1.4	1803	-1	10	14%	i	i	3
CN(C)c1ccc(NC(=O)C(=O)NCCOc2ccccc2)cc1	-0.9%	0.7	1026	-0.84	-0.35	-0.39	0.88	1.7	2.1	4.5	-0.6	1179	-5	4	11%	i	i	4
Cc1cc(-c2ccco2)n(CC(=O)NCCN(C)C)n1	-1.8%	.	.	-0.14	-0.17	0.21	-0.19	4.3	2.5	6.8	0.3	937	-3	-2	-3%	i	i	5
O=S(=O)(Cc1cccc(C(F)(F)F)c1)c1ncn[nH]1	-1.4%	-0.4	975	-0.27	-0.27	-0.032	0.28	3.4	1.3	8.0	0.16	1586	-7	5	-2%	i	i	13
CC(C)C(=O)Nc1cccc(NC(=O)c2cccc(Br)c2)c1	-0.5%	1.3	914	0.72	-0.41	-0.27	0.22	1.3	3.2	5.0	-0.4	1538	2	0	-4%	i	i	-1
CCOC(=O)c1cc2c(=O)n3cccc(C)c3nc2n(CC2CCCO2)c1=NC(C)=O (stereo not drawn)	.	.	.	-0.66	-0.28	-0.16	1.1	1.9	2.2	12	.	.	.	.	.	i	i	-7
Cc1nc2ccc(NC(=S)NC3CC3)cc2nc1C	1.4%	.	.	0.33	-0.22	0.24	-0.064	1.7	2.0	11	0	1310	-9	25	4%	i	i	0
O=C(COc1ccc(C(=O)c2ccccc2)cc1)NC1CCCCC1	0.0%	-3.5	531	-0.41	-0.24	-0.064	0.21	0.8	1.5	0.7	-0.19	1353	-13	-12	10%	i	i	-9
NC(=O)COc1ccc(NC(=O)OCc2ccccc2)cc1	-1.1%	.	.	0.28	-0.25	0.4	-0.17	2.4	0.8	3.2	0.97	1248	23	18	2%	i	i	-5
O=C(COC(=O)c1ccc(Br)c(S(=O)(=O)N2CCOCC2)c1)NCC1CCCO1 (stereo not drawn)	0.3%	-0.2	1088	0.053	-0.2	0.22	0.58	3.8	2.0	8.1	0.67	1277	-3	-25	1%	i	i	13
